IEC-6 cytotox = IEC-6 cytotoxicity, counter-screen for KLF5 inhibitors; luminescence viability; inhibition, % at 5 µM; actives 0.78% (n = 290,000); in the data active = inhibition above about 22%;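 note: 0% = plate median of test compound wells and 100% = cytotoxic reference compound wells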
HSF1 inh = HSF1 inhibition | AID 2098 | activity change, negative = inhibition, % at 7.5 µM (by protocol) | actives 0.77% (n = 300,000) | NIH3T3-HGL HSE-luciferase, MG132-induced, luminescence 8 h; hits give low values;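 active = more than half of replicate wells show activity change below -50%, luminescence cut by over half; inconclusive = some wells, but at most half, below -50%; inactive = no replicate well below -50%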;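 note: luciferase reports HSF-1 transcriptional activity via heat shock element; 0% = median of DMSO wells and -100% = zero luminescence signal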
SKKanGAS inh = inhibitors of SKKanGAS S. pyogenes growth in kanamycin (SK-promoter or general growth effect); BacTiter-Glo, 6 h; inhibition, % at 7.5 µM; actives 1.3% (n = 300,000);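 active = mean replicate score, as percent of positive control median, at least 50; inconclusive = mean below 50 but one replicate at or above 50; inactive = mean and every replicate below 50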;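 note: strain carries kanamycin resistance gene driven by streptokinase promoter and grows in 40 µg/ml kanamycin; loss of luminescence reflects streptokinase promoter inhibition or plain growth inhibition; 0% = median of DMSO wells and 100% = positive control at its reference dose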
KLF5 inh = kruppel-like factor 5 inhibition. inhibition, % at 5 µM. AID 1700. actives 0.23% (n = 290,000). DLD-1 KLF5 promoter-luciferase reporter, luminescence;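 active = inhibition above a per-plate limit of that plate's mean compound inhibition plus 3 SD, cut at about 60% in these data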;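 note: 0% = DMSO wells and 100% = LY294002 at 200 µM; higher means less KLF5 promoter-driven luciferase light; inactives centre near -14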
HIF act = HIF pathway transcriptional activation. U2OS HRE-luciferase reporter, luminescence; normalized: DMSO 0%, desferrioxamine 100%. activation, % at 7.5 µM (by protocol). actives 0.32% (n = 300,000). AID 1910;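 active = mean activation of at least 10% of the iron chelator positive control signal, with at least half of replicates also reaching 10%; inconclusive = mean and replicate majority disagree about reaching 10%; inactive = mean and most replicates under 10%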
HSF-1 act = increases HSF-1 driven luciferase reporter signal | activation, % at 9 µM | actives 1.7% (n = 300,000) | AID 504408 | NIH3T3-HGL HSF-1 luciferase reporter, MG132, 8 h; 100% = twice DMSO control signal;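 active = mean replicate activation of at least 50% with a set share of replicates each reaching 50%; inconclusive = only one of those two conditions met; inactive = mean below 50% and too few replicates reaching it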;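 note: 0% = median of the neutral control wells and 100% = twice that signal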
Platelet DG rel = platelet dense granule release activity; inhibition, %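 (compounds screened at 7.5 µM in platelet-rich plasma)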; actives 0.22% (n = 300,000); human platelet-rich plasma, SFLLRN dense granule ATP release, luminescence;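 active = mean replicate score, as percent of positive control, at or above 50; inconclusive = mean below 50 but at least one replicate at or above 50; inactive = mean and every replicate below 50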
aSyn UTR inh = MLPCN primary screen, SNCA 5' untranslated region; actives 0.82% (n = 300,000); inhibition, % (tested at 7.5 µM); alpha-synuclein 5'UTR reporter, inhibitor activity; in the data active = inhibition above about 60%; inconclusive = no clear call, values can overlap the other calls;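 note: H4 neuroglioblastoma cells stably carrying SNCA 5'UTR luciferase fusion; 0% = DMSO wells and 100% = positive control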
AI-2 QS mod = Vibrio harveyi AI-2 quorum sensing modulation | activity change, % at 7.5 µM | AID 2094 | Vibrio harveyi JMH597 AI-2 luminescence/OD600 ratio, 9 h; hits give low values; strain lacks LuxN and CqsS sensors; 0 = neutral-control median | actives 0.4% (n = 300,000); in the data active = activity change below about -75%, passing the limit was not always enough; inconclusive = no clear call, values can overlap the other calls;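 note: luminescence divided by OD600 gain over 9 h not by final OD600 alone; inactives centre near 13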
HSP90 inh = blocks HSP90-mediated luciferase refolding in reticulocyte lysate; Rabbit reticulocyte lysate, luciferase refolding luminescence, 3 h; inhibition, % at 5.6 µM; actives 0.91% (n = 290,000);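 active = inhibition above the screen-wide mean plus 3 SD, computed separately per campaign, cut at about 16% in these data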;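 note: 0% = DMSO wells and 100% = 60 µM geldanamycin wells; inhibitors lower the luminescence because luciferase stays unfolded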
Active calls of the source: *; ? = inconclusive; . = not tested or not shown.

Compound,KLF5 inh,IEC-6 cytotox,HSF-1 act,HIF act,HSF1 inh,AI-2 QS mod,Platelet DG rel,SKKanGAS inh,aSyn UTR inh,HSP90 inh
COc1ccccc1Nc1ccc(Nc2ccccc2OC)nn1,-43,6,21,2.7,22,12,2,-3,-171,-4
CC1CCN(S(=O)(=O)N2CCC(C(=O)NCCc3ccccc3)CC2)CC1,-11,3,-3,0.2,5,5,1,0,-20,2
O=C(CN1CCCCC1)Nc1cccc2c1OCO2,-9,-4,-75,0.1,?,14,22,0,29,3
CCOc1ccc(CNn2cnnc2)cc1,-78,6,4,1.0,0,.,8,0,9,-1
Cc1ccc(CCN2CC(C(=O)NCc3cccnc3)CC2=O)cc1 (stereo unspecified),-29,3,-1,-0.2,-1,18,-7,-11,3,-2
O=C(Nc1ccc(Oc2cccc(C(F)(F)F)c2)nc1)c1ccco1,-30,8,14,-0.9,-4,19,-1,7,39,1
Cc1cccc(/C=N/n2c(-c3ccccn3)n[nH]c2=S)c1,-30,-6,-9,-0.4,3,17,6,-1,-13,0
COc1cccc(C(C(=O)NCC2CCCO2)N(CC2CCCO2)C(=O)CN2C(=O)c3ccccc3S2(=O)=O)c1 (stereo unspecified),-22,-6,-10,-0.3,2,11,3,1,10,-2
CCn1c(SCC(=O)NCCc2ccccc2)nc2sc3c(c2c1=O)CCN(C)C3,-5,-4,.,.,.,11,.,4,.,-1
CN1CCN(C(=O)c2ccc(Oc3ccc([N+](=O)[O-])cc3)cc2)CC1,-6,2,-4,-0.5,-3,28,19,3,-3,1
O=C(c1ccc2ccccc2c1)N1CCN(Cc2ccccc2)CC1,-51,-1,20,4.6,2,14,2,0,-85,-6
COc1cc(CC(=O)OCC(=O)Nc2cccc([N+](=O)[O-])c2)cc(OC)c1OC,-1,6,5,-0.1,4,-18,-3,2,17,4
COc1ccc(-c2nc3ccccc3nc2-c2ccccc2)cc1OC,5,-3,-7,-0.6,1,17,-3,3,26,-2
Nc1nc(-c2ccccc2)cc(-c2ccccc2O)n1,-46,17,39,2.2,30,-13,-5,-14,-123,6
C#CCOCCOCCOCCNc1nc(N2CCN(C(=O)[C@H]([C@@H](C)O)n3cc(CCCCN)nn3)CC2)nc(N2CCN(C(=O)[C@H]([C@@H](C)CC)n3cc(CCCN=C(N)N)nn3)CC2)n1,-3,0,-19,-0.5,-4,-4,3,3,6,1
CCCn1c2ccccc2c2nnc(SC(CC)C(=O)Nc3cc(C)on3)nc21 (stereo unspecified),8,-2,10,-0.2,3,20,-3,14,22,3
CCOC(=O)C1CCN(C(=O)c2c(-c3c(Cl)cccc3Cl)noc2C)CC1,11,0,-3,0.1,-3,24,6,2,14,3
Cc1ccc([C@@H]2[C@@H]3C(=O)N(C)C(=O)[C@@H]3[C@@H]3C(=O)Nc4ccccc4C(=O)N23)cc1,-28,0,-9,-5.1,-2,17,-9,-4,9,-4
CCOc1ccc(CCNS(=O)(=O)c2cc3c(cc2C)NC(=O)CO3)cc1OCC,-20,-8,-12,-0.1,-13,15,-1,-3,2,-2
COc1cccc(NC(=O)C(=O)NCCC2CCCCN2S(=O)(=O)c2cccs2)c1 (stereo unspecified),.,.,43,2.7,24,16,-11,4,-148,.
CCC1Sc2ccc(S(=O)(=O)CCC(=O)Nc3cc(C)ccn3)cc2NC1=O (stereo unspecified),0,-7,-1,0.1,1,13,4,3,9,1
COc1ccccc1OCc1nc(C#N)c(N2CC(C)CC(C)C2)o1 (stereo unspecified),-2,3,18,-0.4,2,1,2,5,8,-2
O=C(c1ccc(Cl)c(S(=O)(=O)N2CCOCC2)c1)N1CCN(c2ccccc2)CC1,7,2,-5,0.0,-5,4,-6,2,18,1
Nc1c(C(=O)N/N=C/c2ccccc2Cl)oc2nc(-c3ccccc3)cc(-c3ccco3)c12,0,0,30,0.1,3,55,22,27,3,4
COc1ccc(CN(C)CC(=O)Nc2c(C)cccc2C)c(OC)c1,4,4,5,-0.8,-4,16,-3,0,4,6
COc1cc(OC)cc(C(=O)NCCCNC(=O)c2cccnc2)c1,-6,2,-10,0.4,-3,16,-2,0,18,4
COc1ccccc1CN(Cc1cc2cc(C)cc(C)c2[nH]c1=O)Cc1nnnn1CC1CCCO1 (stereo unspecified),-17,-7,.,1.2,.,11,-8,3,13,3
COc1ccc(NC(=O)CSc2ccc(-c3cccnc3)nn2)cc1,-42,-2,-1,0.0,1,28,0,-2,0,1
CN(C)c1ccc(C(=O)N/N=C/c2cc(Br)cc(Br)c2O)cc1,-13,2,21,4.5,2,23,3,35,28,1
Cc1ccc(S(=O)(=O)N(Cc2cc3ccc(C)cc3[nH]c2=O)c2ccccc2)cc1,-1,0,11,0.1,5,9,-8,1,-26,3
CC(=O)c1ccc(N2Cc3ccccc3C2=NC(=O)c2cccs2)cc1,-92,-1,43,1.2,13,14,0,2,-69,1
CCOc1ccc(NC(=O)NC2CCS(=O)(=O)C2)cc1 (stereo unspecified),-17,4,9,-7.7,2,16,-2,-1,7,-2
O=C(Nc1ccccc1)C(Cc1ccccc1)NC(=O)C12CC3CC(CC(C3)C1)C2 (stereo unspecified),-3,2,2,-0.1,2,15,-4,2,8,-1
O=C(NCCc1ccc(Cl)cc1)C1CCCN(S(=O)(=O)c2cnc[nH]2)C1 (stereo unspecified),-30,-1,8,.,3,29,-3,3,-28,1
CC(=O)NC(Cc1cccc(C)c1)C(=O)NC1CCN(c2ncccc2[N+](=O)[O-])CC1 (stereo unspecified),-16,0,-5,-0.4,-5,6,7,-2,9,0
COc1ccc(OC)c(NC(=O)c2ccc(CN(c3cc(Cl)ccc3C)S(=O)(=O)c3ccccc3)cc2)c1,11,7,-15,-0.3,-4,34,-2,2,-14,-2
O=C1C=C(NCc2ccccc2)c2ccccc2C1=O,-24,9,70*,-7.9,51,79,-2,29,23,12
CC1CCN(c2c(NCc3ccc(C(=O)N4c5ccccc5CC4C)cc3)c(=O)c2=O)CC1 (stereo unspecified),-30,-8,1,-0.4,-4,48,9,4,10,-2
O=C(Nc1scc(-c2cccs2)c1C(=O)O)c1cccs1,-47,-2,-17,-0.1,-7,28,7,11,-35,6
Cn1c(NC(=S)Nc2ccccc2)nc2ccccc21,-133,3,77*,1.8,40,21,2,-21,-99,1
COc1ccc(O)c(-c2cc(-c3cccs3)[nH]n2)c1,-109,-8,25,3.1,2,25,4,-4,-125,1
Cc1cc(C)c(NC(=O)c2ccc(S(=O)(=O)N3CCOCC3)cc2)c(C)c1,-7,2,16,-0.4,-5,23,-15,-1,-14,2
CC1CC(C)CN(C(=O)CNS(=O)(=O)c2ccc(Br)s2)C1 (stereo unspecified),-3,3,-5,-0.2,8,11,2,6,7,1
Cc1cccc(OCC(=O)Nc2cc(C)c(C)cc2O)c1,-1,-2,12,0.9,5,-16,-7,11,-112,-4
CN(C)CCOC1c2ccccc2-c2ccccc21,-47,1,9,0.7,-6,29,3,-5,4,3
CC(=O)c1cccc(Oc2cc(NN3CCCCC3)c([N+](=O)[O-])cc2[N+](=O)[O-])c1,-20,-2,11,-1.2,8,27,-11,0,37,-2
COc1cc2oc3ccccc3c(=O)c2cc1OC,-61,-6,24,2.0,11,-15,4,-11,-120,-4
COC(=O)c1ccc(OCC(=O)Nc2nn(-c3ccccc3)nc2C(N)=O)cc1,5,1,10,0.5,5,2,8,13,18,1
O=C(O)c1cccc(NC2=C(N3CCOCC3)C(=O)c3ccccc3C2=O)c1,-31,-4,-7,-0.4,-8,18,0,3,25,0
Cc1ccc(S(=O)(=O)N(C)C)cc1NC(=O)COC(=O)c1ccc2c(c1)OCO2,-6,1,9,0.0,-3,12,-2,6,9,0

Carrying on:
Compound,KLF5 inh,IEC-6 cytotox,HSF-1 act,HIF act,HSF1 inh,AI-2 QS mod,Platelet DG rel,SKKanGAS inh,aSyn UTR inh,HSP90 inh
COc1cccc(NC(=O)CSc2nnc(-c3ccoc3C)n2C)c1,-7,-3,41,1.0,3,.,8,-2,10,-2
CCOc1ccccc1C(=O)N/N=C/c1cccc2cccnc12,-5,10,20,0.7,2,18,1,-3,23,2
O=C(NN=C1CCCC1)c1ccc(Br)cc1,-43,0,16,-0.3,-5,28,0,-3,-16,-2
COc1ccc(OC)c(/C(O)=C/C(=O)C(=O)Nc2cc(C)ccc2OC)c1,-26,5,15,0.1,3,4,-4,11,-15,0
Cc1c(NC(=O)CSc2ncnc3ccccc23)c(=O)n(-c2ccccc2)n1C,-4,2,-6,0.3,-13,-4,-5,0,-5,-2
Cc1ccnc(NC(=O)c2cc(-c3ccc(Cl)s3)nc3ccccc23)c1,.,.,-8,0.8,-14,11,20,41,-25,.
COc1cc(C2OC(=O)C3C(c4ccc(OC(C)=O)c(OC)c4)OC(=O)C23)ccc1OC(C)=O (stereo unspecified),.,.,2,0.1,-3,4,3,-16,-13,.
COc1ccc(N2CCN(C(=O)C3CCCN3S(=O)(=O)c3cccc4nsnc34)CC2)cc1 (stereo unspecified),-28,3,7,0.0,-1,18,4,-5,43,-1
O=C(NCC1(N2CCCCC2)CCCCC1)C1CC(=O)N(c2ccc3c(c2)OCCO3)C1 (stereo unspecified),13,2,-16,-1.0,-17,22,-2,-1,-30,4
CC1CCN(c2ccc(C(=O)O)cc2NS(=O)(=O)c2ccc(Br)cc2)CC1,6,1,0,.,16,4,3,4,-17,-1
c1ccc(-c2csc3ncn4nnnc4c23)cc1,-30,-6,3,-0.2,-9,13,0,5,-15,-1
CC(C)CC(=O)NC(=S)Nc1cccc2nsnc12,-7,-3,-16,1.3,-5,23,36,0,-2,0
O=C(C1CCC1)N1CCc2cc(S(=O)(=O)N3CCCCC3)ccc21,-13,-1,-19,-0.1,-1,47,4,-2,23,-1
O=C(NC(=S)NCCO)c1cn(-c2ccccc2)nc1-c1ccccc1,5,-3,-4,0.1,7,-4,-13,-4,-2,0
COCCNC(=O)c1cccc(OC2CCN(Cc3ccc(OC(F)F)cc3)CC2)c1,-17,4,25,-0.8,-1,25,4,-2,-22,-1
COC(=O)c1cc(NC(=O)c2ccc(F)cc2)cc(C(=O)OC)c1,-16,4,9,-0.7,-2,35,7,-8,-4,1
CCNC(=S)NNC(=S)NCc1ccccc1,-28,0,10,1.1,-6,30,21,-11,-47,-3
O=C(O)/C=C/C(=O)Nc1ccc(SC(F)(F)C(F)(F)C(F)(F)F)cc1,-11,-4,10,-0.2,-5,6,-1,28,11,0
C=C(C)Cn1c(N2CCC(Cc3ccccc3)CC2)nc2c1c(=O)[nH]c(=O)n2C,-14,1,-6,-0.8,-3,21,-3,12,23,3
